Screening results from PubChem.
pAkt inh – inhibitors of Akt phosphorylation | Neuro2A IGF-stimulated pAkt S473 HTRF, 20 min; active compounds read low | activity change, % for hits at 50 µM | hit rate 0.32% among 360,000 | AID 651550; in the data active means activity change below about -80%; inconclusive means mostly about -51% to -80%; further: on the % scale 0 is the no-effect control and ±100 the full control effect
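Neuro2A cells (4,500/well, DMEM with 0.5% FBS) were treated with compound at a single 50 µM final concentration, stimulated with 6 nM IGF for 20 min at 37 °C, and lysed. Phospho-Akt Ser473 was read by HTRF as 665/615 ratio ×10^4.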
Nrf2 ARE act – activates Nrf2 signaling | AREc32 ARE-luciferase reporter (MCF7-derived line), luminescence, 24 h | Potency, µM (highest dose often 46.1 µM), for the others: at the highest dose activation, actives largely listed as activators | hit rate 0.31% among 410,000; further: potency means the concentration at half of the fitted maximal effect; % of control where 0% means no effect; nearly all actives have a fitted effect of over 65% in size
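Each well held 1000 AREc32 cells, which were incubated with compound for 24 hr at 37 deg C after overnight attachment, and ARE reporter activity was quantified by firefly luciferase luminescence.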
S2 tox – cell viability loss in ATXN counter-screen. S2 cells (HEK-293 line with an ATXN2-luciferase reporter) viability, CellTiter-Fluor protease fluorescence, 24 h. Potency, µM (highest dose often 56.7 µM), actives largely listed as cytotoxic. hit rate 0.49% among 400,000. AID 651635; further: potency means the concentration at half of the fitted maximal effect; nearly all actives have a fitted effect of over 40% in size
TGFb inhibitor – inhibitors of TGF-b signaling. HepG2 CAGA-GFP TGF-b/SMAD3 reporter, GFP fluorescence, 18 h; TGF-beta stimulated, 500 pg/mL final. hit rate 1.2% among 410,000. Potency, µM (highest dose often 46.1 µM), without a hit: top-dose activity, negative = inhibition, usual class: inhibitors; further: potency means the concentration at half of the fitted maximal effect; on the % scale 0 is the no-effect control and ±100 the full control effect; nearly all actives have a fitted effect of over 65% in size
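GFP signal (ex488/em500-530) from TGF-beta-stimulated HEPG2 CAGA-GFP cells, 500 pg/mL final, 18 h at 37 degrees C in DMEM plus 1% FBS, normalized to unstimulated and DMSO-stimulated controls.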
HepG2 tox – kills HepG2 cells in TGF-b inhibitor counter-screen | Potency, µM (top dose mostly 46.1 µM), without a hit: at the highest dose activity change, negative = cytotoxicity, actives largely listed as cytotoxic | hit rate 0.76% among 410,000 | HepG2 CAGA-GFP viability, ATP luminescence, 18 h; further: potency means the concentration at half of the fitted maximal effect; some results filed as inactive show a strong effect at the top dose
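CellTiter-Glo luminescence gave cytotoxicity after 18 hours at 37 degrees C. The cells were HepG2 CAGA-GFP in 1% FBS DMEM, stimulated with 500 pg/mL TGF-beta after compound addition. %Activity was normalised to no-cell wells (complete cell-killing) and DMSO (no toxicity), and curves were fitted and classified.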
Nrf2 inh – inhibitors of Nrf2 signaling; A549 ARE-Fluc reporter, luciferase luminescence, 18-24 h; Potency, µM (top dose mostly 46 µM), for the others: top-dose activity change, negative = inhibition, most hits filed as inhibitors; hit rate 2.1% among 360,000; AID 504444; further: potency means the concentration at half of the fitted maximal effect; on the % scale 0 is the no-effect control and ±100 the full control effect; nearly all actives have a fitted effect of over 60% in size
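A549 ARE_Fluc cells (5000/well, 5% FBS OPTI-MEM) pre-incubated 2 h, then treated with compounds 18-24 h at 37C/5% CO2 in concentration-response. CellTiter-Fluor viability read first; BugLite luciferase luminescence after 15 min at room temperature gives Nrf2 activity.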
MmCpn inh – M. maripaludis TRiC chaperonin inhibition. hit rate 0.031% among 330,000. purified Mm-Cpn ATPase, ADP Transcreener TR-FRET. Potency, µM (titrated, usually from 76.9 µM), for the others: top-dose activity, negative = inhibition, hits mostly inhibitors. AID 504842; further: potency means the concentration at half of the fitted maximal effect; on the % scale 0 is the no-effect control and ±100 the full control effect; nearly all actives have a fitted effect of over 80% in size
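Measured: ADP formation by purified Mm-CPN. Conditions: 25 nM protein, 10 uM ATP, Tris pH 7.4 with Mg2+, K+ and DTT, 37°C for 30 min. Detection: Transcreener HTRF after 30 min at room temperature.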
CCT chaperon mod – changes cytosolic chaperonin activity | purified chaperonin ATPase assay, HTRF ADP detection, 30 min | activity change, % (concentration not given with the values), hits read low | hit rate 0.3% among 360,000 | AID 651819; in the data active means activity change below about -30%; further: on the % scale 0 is the no-effect control and ±100 the full control effect
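ATPase activity: ADP formed was measured by HTRF Transcreener (665/615 nm ratio) after 30 min at 37 deg C with 10 uM ATP. Compounds screened at one 76 uM concentration against 40 or 20 nM TRiC in Tris pH 7.4/KCl/MgCl2/DTT buffer.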
A549 tox – A549 cytotoxicity, counter-screen for Nrf2 inhibitors | A549 ARE-Fluc cells, CellTiter-Fluor viability, 18-24 h | Potency, µM (titrated, usually from 46 µM), for the others: at the top dose activity change, negative = cytotoxicity, hits mostly inhibitors | hit rate 0.16% among 390,000 | AID 504648; further: potency means the concentration at half of the fitted maximal effect; on the % scale 0 is the no-effect control and ±100 the full control effect
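A549 ARE-Fluc cells in 5% FBS OPTI-MEM, 5000 cells/well, rested 2 h then exposed to compounds in concentration-response for 18-24 h at 37 °C. Viability by CellTiter-Fluor fluorescence (Ex 405/Em 525) after 30 min; luciferase luminescence (BugLite, 15 min, RT) read afterwards.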
An asterisk follows results filed as active; & = joins results of further samples. Unless noted, the call rests on the fitted dose curve; in most records, active means well fitted curve in the direction sought with a large enough effect; inconclusive means small, poorly fitted or top-dose-only effect, or another doubt; inactive means no such curve, though single readings can be large; an effect the other way counts as inactive or inconclusive.

For Cc1[nH]nc2c1-c1nc3ccccc3nc1C(C)(C)C2 the results were pAkt inh inactive, Nrf2 ARE act -0.5%, S2 tox inactive, TGFb inhibitor -17.6%, HepG2 tox -21.7%, Nrf2 inh 14.6µM*, MmCpn inh 0.1%, CCT chaperon mod -3.4 and A549 tox 14.6µM*.
`COc1ccccc1-c1ccc(/C=C2/C=C(C)OC2=O)o1` gave pAkt inh inactive, Nrf2 ARE act 13.9%, S2 tox inactive, TGFb inhibitor -13.6%, HepG2 tox 10.7%, Nrf2 inh inconclusive, MmCpn inh -3.0%, CCT chaperon mod -0.1 and A549 tox 6.0%.
`NC(=O)COc1ccc(C(=O)NCC2(N3CCOCC3)CCCCC2)cc1` gave pAkt inh inactive, Nrf2 ARE act -0.1%, S2 tox inconclusive, TGFb inhibitor 25.4%, HepG2 tox -3.6%, Nrf2 inh 2.9%, MmCpn inh 0.5%, CCT chaperon mod 0.9 and A549 tox 5.8%.
`CCC(C)c1ccccc1NC(=O)COc1ccc(-c2nnco2)cc1` (configuration not stated) gave pAkt inh inactive, Nrf2 ARE act -0.4%, S2 tox inactive, TGFb inhibitor -16.1%, HepG2 tox -26.6%, Nrf2 inh 22.0%, MmCpn inh 1.0%, CCT chaperon mod 3.8 and A549 tox 14.2%.
`CCOC(=O)C[n+]1ccc2c([nH]c3ccccc32)c1C` gave pAkt inh inactive, Nrf2 ARE act -0.3%, TGFb inhibitor 0.9%, HepG2 tox 4.6%, Nrf2 inh 1.4%, MmCpn inh -23.2%, CCT chaperon mod 3.1 and A549 tox 0.3%.
Screening Cc1ccc(NC(=O)COC(=O)CCc2c[nH]c3ccccc23)c(C)c1 returned pAkt inh inactive, Nrf2 ARE act -0.2%, S2 tox inactive, TGFb inhibitor -32.3%, HepG2 tox -3.2%, Nrf2 inh 10.1%, MmCpn inh -0.4%, CCT chaperon mod 1.7 and A549 tox 5.5%.
For COc1ccc(NC(=O)Cn2c(=O)n(Cc3ccco3)c(=O)c3sc4ccccc4c32)cc1OC the results were Nrf2 ARE act 3.4%, S2 tox inactive, TGFb inhibitor -7.7%, HepG2 tox -17.0%, Nrf2 inh -20.1% and A549 tox -0.8%.
`C[C@H]1CN([C@@H](C)CO)C(=O)c2cc(Br)cnc2O[C@@H]1CN(C)C(=O)CN(C)C` gave pAkt inh inactive, Nrf2 ARE act -0.6%, S2 tox inactive, TGFb inhibitor -0.6%, HepG2 tox -10.9% and CCT chaperon mod 2.4.
For Cc1ccc(C)n1-n1cnc2sc3c(c2c1=O)CCC3 the results were pAkt inh inactive, Nrf2 ARE act 0.5%, S2 tox inactive, TGFb inhibitor -18.5%, HepG2 tox 0.8%, Nrf2 inh -17.0%, MmCpn inh 1.8%, CCT chaperon mod -1.0 and A549 tox -14.1%.
`CC(=O)Nc1cccc(NC(=O)COC(=O)CO/N=C(\C)c2ccc3c(c2)OCO3)c1` gave pAkt inh inactive, Nrf2 ARE act 3.1%, S2 tox inactive, TGFb inhibitor 0.0%, HepG2 tox 3.8%, Nrf2 inh 0.5%, MmCpn inh 0.7%, CCT chaperon mod 0.7 and A549 tox 5.8%.
`COC(=O)c1ccc(/C=N/NC(=O)CC(=O)NCc2cccnc2)cc1` gave pAkt inh inactive, Nrf2 ARE act 0.1%, S2 tox inactive, TGFb inhibitor 11.7%, HepG2 tox -5.8%, Nrf2 inh 15.7%, MmCpn inh 1.4%, CCT chaperon mod 0.6 and A549 tox -4.2%.
COc1ccc(N(CC(=O)Nc2ccc(C(N)=O)cc2)S(=O)(=O)c2ccc(C)c([N+](=O)[O-])c2)cc1 was read as pAkt inh inactive, Nrf2 ARE act 0.4%, S2 tox inactive, TGFb inhibitor -18.7%, HepG2 tox -4.3%, Nrf2 inh inconclusive, MmCpn inh 0.2%, CCT chaperon mod -0.4 and A549 tox -7.8%.
Screening Cc1c(C(=O)N2CCN(CCc3ccccc3)CC2)oc2ccccc12 returned pAkt inh inactive, Nrf2 ARE act -0.6%, S2 tox inactive, TGFb inhibitor -10.0%, HepG2 tox 2.3%, Nrf2 inh 5.3%, MmCpn inh -0.7%, CCT chaperon mod -2.6 and A549 tox 1.7%.
`COC(=O)c1cc(C(=O)OC)n(Cc2ccc(F)cc2)n1` gave pAkt inh inactive, Nrf2 ARE act -0.3%, S2 tox inactive, TGFb inhibitor 13.2%, HepG2 tox 0.6%, Nrf2 inh 5.3%, MmCpn inh -2.0%, CCT chaperon mod -1.9 and A549 tox -2.5%.
For OC(CN1CCCCC1)Cn1c2ccc(Cl)cc2c2cc(Cl)ccc21 (configuration not stated) the results were pAkt inh inactive, Nrf2 ARE act -3.8%, S2 tox inconclusive, TGFb inhibitor inconclusive, HepG2 tox -110.6%, Nrf2 inh 1.2%, MmCpn inh -0.1%, CCT chaperon mod -1.9 and A549 tox -0.1%.
`COc1ccc(NC(C)=O)cc1NC(C)c1nc2sc(C)c(C)c2c(=O)[nH]1` (configuration not stated) gave pAkt inh inactive, Nrf2 ARE act 0.6%, S2 tox inactive, TGFb inhibitor 11.6%, HepG2 tox -1.7%, Nrf2 inh -4.3%, MmCpn inh 0.6%, CCT chaperon mod 0.6 and A549 tox -2.0%.
`CCC(C(=O)N/N=C(\C)c1cccnc1)c1ccccc1` (configuration not stated) gave pAkt inh inactive, Nrf2 ARE act -1.6%, S2 tox inactive, TGFb inhibitor -11.9%, HepG2 tox -11.1%, Nrf2 inh -0.7%, MmCpn inh 0.1%, CCT chaperon mod -0.3 and A549 tox -2.5%.
Cc1nn(C)c(C(=O)NC(=S)Nc2ccc([N+](=O)[O-])cc2)c1Cl was read as pAkt inh inactive, Nrf2 ARE act 3.5%, S2 tox inactive, TGFb inhibitor 0.0%, HepG2 tox -25.2%, Nrf2 inh inconclusive, MmCpn inh -0.7%, CCT chaperon mod -1.4 and A549 tox -9.4%.
Screening CCOC(=O)C1(C/C(C)=N/NC(N)=O)CC(C)(C)OC1=O (configuration not stated) returned pAkt inh inactive, Nrf2 ARE act -2.1%, S2 tox inactive, TGFb inhibitor -6.4%, HepG2 tox -14.0%, Nrf2 inh 5.0%, MmCpn inh -0.1%, CCT chaperon mod 1.1 and A549 tox 2.9%.
Screening CCCCNC(=O)c1sc2nc(C)cc(COC)c2c1-n1cccc1 returned pAkt inh inactive, Nrf2 ARE act 0.1%, S2 tox inactive, TGFb inhibitor inconclusive, HepG2 tox -34.0%, Nrf2 inh inconclusive, MmCpn inh -1.2%, CCT chaperon mod 0.1 and A549 tox -3.5%.
CC(=O)Nc1cccc(-c2csc(C(C)(O)c3ccccc3)n2)c1 (configuration not stated) was read as pAkt inh inactive, Nrf2 ARE act 1.1%, S2 tox inactive, TGFb inhibitor 8.7%, HepG2 tox 0.7% and CCT chaperon mod -0.1.
Clc1ccccc1Cc1noc(CN2CCN(c3cnccn3)CC2)n1 was read as pAkt inh inactive, Nrf2 ARE act 2.9%, S2 tox inactive, TGFb inhibitor 25.3%, HepG2 tox -3.3%, Nrf2 inh -22.1%, MmCpn inh 0.1%, CCT chaperon mod -5.1 and A549 tox -10.3%.
Screening C/C(=N\NC(=O)c1cccs1)c1cccnc1 returned pAkt inh inactive, Nrf2 ARE act 3.0%, S2 tox inactive, TGFb inhibitor 5.4%, HepG2 tox 2.2%, Nrf2 inh inconclusive, MmCpn inh -0.6%, CCT chaperon mod -3.4 and A549 tox 1.3%.
`Cc1ccc(NC(=O)Cn2c(=O)n(Cc3ccc4c(c3)OCO4)c(=O)c3ccccc32)c(C)c1` gave Nrf2 ARE act -0.2%, S2 tox inactive, TGFb inhibitor 8.7%, HepG2 tox 0.4%, Nrf2 inh 8.9% and A549 tox 0.6%.
For Sc1ccccc1N=Cc1cccs1 the results were pAkt inh inactive, Nrf2 ARE act inconclusive, S2 tox inconclusive, TGFb inhibitor -9.0%, HepG2 tox -18.3% and CCT chaperon mod -0.6.
O=c1cc(N2CCOCC2)cnn1-c1ccccc1 was read as pAkt inh inactive, Nrf2 ARE act -0.8%, S2 tox inactive, TGFb inhibitor 1.0%, HepG2 tox 2.4%, Nrf2 inh inconclusive, MmCpn inh 1.3%, CCT chaperon mod 0.7 and A549 tox -4.8%.
`CC1Nc2ncnc(N3CCc4ccccc4C3)c2N(Cc2ccc(Br)cc2)C1=O` (configuration not stated) gave pAkt inh inactive, Nrf2 ARE act 10.5%&1.0%, S2 tox inconclusive, TGFb inhibitor inconclusive, HepG2 tox -23.6%&-37.2%, Nrf2 inh -3.3%, MmCpn inh -5.6%, CCT chaperon mod -1.4&0.5 and A549 tox 0.0%.
Screening COC(=O)c1c(C)[nH]c(C(=O)OCC(=O)NC(C)(C)C)c1C returned pAkt inh inactive, Nrf2 ARE act 2.1%, S2 tox inconclusive, TGFb inhibitor -18.7%, HepG2 tox -10.8%, Nrf2 inh inconclusive, MmCpn inh -1.5%, CCT chaperon mod -2.5 and A549 tox -2.4%.
Screening O=S(=O)(Cc1ccc(Cl)cc1Cl)c1ccc(Cl)cc1 returned pAkt inh inactive, Nrf2 ARE act 0.6%, S2 tox inactive, TGFb inhibitor -24.2%, HepG2 tox 13.8%, Nrf2 inh inconclusive, CCT chaperon mod 1.5 and A549 tox -4.0%.
`COc1cc(C(=O)Nc2cc(C(F)(F)F)ccc2N2CCOCC2)ccc1O` gave pAkt inh inactive, Nrf2 ARE act -0.4%, S2 tox inactive, TGFb inhibitor -2.9%, HepG2 tox -5.4%, Nrf2 inh -4.8%, MmCpn inh -3.7%, CCT chaperon mod 1.0 and A549 tox -0.5%.
